RXFP1 ag: qHTS Assay for Agonists of the Relaxin Receptor RXFP1 | 370,000 tested, 0.3% active | Relaxin receptor 1 (Homo sapiens), Q9HBX9 | HEK293T-RXFP1 cAMP TR-FRET, 30 min; response scale: percent of porcine relaxin response, buffer zero | AID 2676, 2010 | Potency, µM (doses to about 57.5 µM), inactives show at the highest dose activation, hits mostly activators; further: potency means the concentration at half of the fitted maximal effect; on the % scale 0 is the no-effect control and ±100 the full control effect; nearly all actives have a fitted effect of over 60% in size; many of its hits are not listed in these tables
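HEK293T cells stably expressing RXFP1 were pretreated with the PDE4 inhibitor Ro 20174, exposed to compounds for 30 min at 37C, lysed, and cAMP was read by TR-FRET. Data normalized to buffer (basal) and 29 nM porcine relaxin (100%).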
TrxR1 substrate: qHTS Assay for Substrates of Mammalian Selenoprotein Thioredoxin Reductase 1 (TrxR1): qHTS. purified TrxR1 substrate turnover, NADPH consumption readout. Potency, µM (titrated, usually from 114 µM), for the others: at the top dose activity change, negative = substrate turnover. Thioredoxin reductase 1, cytoplasmic (Rattus norvegicus), O89049. 390,000 tested, 0.01% active; further: potency means the concentration at half of the fitted maximal effect; on the % scale 0 is the no-effect control and ±100 the full control effect; nearly all actives have a fitted effect of over 50% in size
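Rat TrxR1, dispensed at 90 nM, was prereduced with 400 uM NADPH (final) for 5 min at ~22 deg C, then incubated with compound 15 min before 400 uM selenite. A first-read NADPH fluorescence drop versus no-compound background flagged substrates.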
PI4K2A inh: qHTS for small molecular inhibitors of PI4K2A; Phosphatidylinositol 4-kinase type 2-alpha (Homo sapiens), Q9BTU6; purified PI4K2A, ADP-Glo luminescence, 1 h; active compounds read low; activity change, negative = inhibition, % at 76.9 µM; 420,000 tested, 0.13% active; in the data active means activity change below about -50%; inconclusive means mostly about -30% to -49%;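 further: -100% = wells without enzyme as full effect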
Target sequence (Q9BTU6 whole entry, looked up): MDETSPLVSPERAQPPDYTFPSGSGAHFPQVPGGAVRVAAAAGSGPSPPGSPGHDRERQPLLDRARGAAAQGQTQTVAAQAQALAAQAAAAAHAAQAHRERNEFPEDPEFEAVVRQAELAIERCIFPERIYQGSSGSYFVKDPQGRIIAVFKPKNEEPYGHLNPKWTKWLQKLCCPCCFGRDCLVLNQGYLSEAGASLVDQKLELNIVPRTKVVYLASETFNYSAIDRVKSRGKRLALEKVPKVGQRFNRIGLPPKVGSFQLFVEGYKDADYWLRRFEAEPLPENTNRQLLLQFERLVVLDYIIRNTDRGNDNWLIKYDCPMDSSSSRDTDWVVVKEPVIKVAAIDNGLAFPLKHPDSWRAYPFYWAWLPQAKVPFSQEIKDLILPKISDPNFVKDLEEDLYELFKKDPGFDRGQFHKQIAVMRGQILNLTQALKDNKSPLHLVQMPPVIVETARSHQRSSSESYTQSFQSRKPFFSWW
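ADP-Glo luminescence measured ADP generated by PI4K2A enzyme (4 ug/mL before mixing) with 1.2 mM PI substrate (pre-mix) and 300 microM ATP (pre-mix). Tris pH7.5 buffer with MgCl2, Triton X-100; 1 h reaction at ambient temperature.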
Vif-A3G inh: qHTS for Inhibitors of Vif-A3G Interactions: qHTS. Potency, µM (titrated, usually from 46.1 µM), for the others: at the highest dose activity, negative = active, most hits filed as inhibitors. DNA dC->dU-editing enzyme APOBEC-3G (Homo sapiens), Q9HC16. 410,000 tested, 0.076% active. HeLa A3G-eYFP + Vif (tagged APOBEC3G with the HIV-1 protein that degrades it), YFP fluorescence, overnight;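 further: potency means the concentration at half of the fitted maximal effect; on the % scale 0 is the no-effect control and ±100 the full control effect; nearly all actives have a fitted effect of over 60% in size; hits raise eYFP signal because A3G escapes Vif-driven loss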
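Read-out is eYFP fluorescence (Ex 488/Em 500-530) from Vif-expressing HeLa A3G-eYFP cells; more signal means A3G escaped Vif-mediated degradation. Cells plated overnight, compound pinned in, incubated overnight at 37 deg C.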
Vif-A3F inh: qHTS for Inhibitors of Vif-A3F Interactions: qHTS; HeLa A3F-eYFP + Vif (tagged APOBEC3F with the HIV-1 protein that degrades it), YFP fluorescence increase; Potency, µM (doses to about 46.1 µM), for the others: at the highest dose activity, negative = active; 390,000 tested, 0.2% active; further: potency means the concentration at half of the fitted maximal effect; % of control where 0% means no effect; nearly all actives have a fitted effect of over 65% in size
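HeLa cells stably expressing A3F-eYFP plus Vif, plated and incubated overnight at 37 deg C, then exposed to compounds overnight at 37 deg C. Blocked degradation read as raised yellow fluorescence (Ex 488/Em 500-530).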
mIDH1 inhibitor: qHTS for Inhibitors of mutant isocitrate dehydrogenase 1 (IDH1): qHTS. Isocitrate dehydrogenase [NADP] cytoplasmic (Homo sapiens), O75874. Potency, µM (series often up to 76.6 µM), for inactives: at the top dose activity change, negative = inhibition, actives largely listed as inhibitors. IDH1-R132H enzyme, NADPH consumption, diaphorase/resazurin fluorescence. 390,000 tested, 0.093% active; further: potency means the concentration at half of the fitted maximal effect; on the % scale 0 is the no-effect control and ±100 the full control effect; nearly all actives have a fitted effect of over 65% in size
Target sequence (O75874 whole entry R132H, stated change not applied): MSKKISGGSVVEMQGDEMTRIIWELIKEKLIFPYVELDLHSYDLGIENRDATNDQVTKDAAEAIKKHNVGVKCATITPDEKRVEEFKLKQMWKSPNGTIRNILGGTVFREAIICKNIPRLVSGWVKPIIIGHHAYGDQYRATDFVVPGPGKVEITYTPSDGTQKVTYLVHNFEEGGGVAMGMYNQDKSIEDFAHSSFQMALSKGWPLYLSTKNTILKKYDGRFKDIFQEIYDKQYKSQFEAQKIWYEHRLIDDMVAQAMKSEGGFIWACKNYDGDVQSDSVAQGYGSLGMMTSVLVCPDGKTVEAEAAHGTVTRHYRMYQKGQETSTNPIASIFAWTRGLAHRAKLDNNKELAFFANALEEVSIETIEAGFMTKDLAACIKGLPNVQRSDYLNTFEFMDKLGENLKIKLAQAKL
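IDH1-R132H (0.5 ug/mL) preincubated 30 min with compound, then NADPH (0.016 mM) and alpha-KG (2 mM) added; 80 min at RT, pH 7.5. Remaining NADPH coupled via diaphorase/resazurin to fluorescence (540/590 nm); concentration-response curves normalized to no-enzyme control.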
LDHA block: qHTS assay for inhibitors of human lactate dehydrogenase; purified LDHA, NADH/diaphorase-resazurin fluorescence; active compounds read low; L-lactate dehydrogenase A chain (Homo sapiens), P00338; 480,000 tested, 0.15% active; activity change, % (values are at about 110 or 230 µM); AID 1347041, 2019; in the data active means activity change below about -30%; inconclusive means mostly about -25% to -30%;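 further: plate controls were DMSO wells for no effect and wells without enzyme for full effect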
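Human LDH5 at 2 nM final in Tris HCl pH 7.4 with 0.06 mM NADH and 0.2 mM pyruvate, reacted 5 minutes at room temperature. Remaining NADH coupled via diaphorase/resazurin; resorufin fluorescence read at 0 and 20 minutes, normalized to enzyme-free and DMSO wells.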
USP1-UAF1 inh: Inhibitors of USP1/UAF1: Primary Screen; recombinant USP1/UAF1, Ub-Rhodamine cleavage fluorescence; AID 743255, 2014; Ubiquitin carboxyl-terminal hydrolase 1 (Homo sapiens), O94782; Potency, µM (titrated, usually from 57.1 µM), for inactives: top-dose activity change, negative = inhibition, most hits filed as inhibitors; 390,000 tested, 0.23% active; further: potency means the concentration at half of the fitted maximal effect; on the % scale 0 is the no-effect control and ±100 the full control effect; nearly all actives have a fitted effect of over 60% in size; inactives centre near -12
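In this screen, compounds sit with the deubiquitinase complex (1nM) for 15 min at room temperature before Ub-Rho is added at 150nM final. Fluorescence rise is then followed for 6 reads every 60 seconds.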
Glioma ERSR ind: qHTS for Inducers of the Endoplasmic Reticulum Stress Response (ERSR) in Human Glioma: qHTS. U87-MG GRP78 promoter luciferase reporter, 16 h. Potency, µM, for the others: top-dose activation, hits mostly activators. 420,000 tested, 0.02% active. AID 602332, 2012; further: potency means the concentration at half of the fitted maximal effect; series mostly up to about 76 µM; % of control where 0% means no effect; nearly all actives have a fitted effect of over 35% in size
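Stably transfected U87-MG human glioma cells carrying a GRP78-based luminescent sensor were seeded at 1000 cells/well, pin-dosed with compounds and incubated 16 h. Luciferase reagent was then added, and end-point luminescence was read after 10 min at room temperature.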
Starred values were filed as active, the others as inactive; ? = inconclusive; . = no result given; & = joins results of further samples; [ ] = another dose, or the depositor's remark. Unless noted, the call rests on the fitted dose curve; in most records, active means well fitted curve in the direction sought with a large enough effect; inconclusive means small, poorly fitted or top-dose-only effect, or another doubt; inactive means no such curve, though single readings can be large; an effect the other way counts as inactive or inconclusive. Only part of the results is shown (hit frequency here may not be typical).

Values run as follows: RXFP1 ag, TrxR1 substrate, PI4K2A inh, Vif-A3G inh, Vif-A3F inh, mIDH1 inhibitor, LDHA block, USP1-UAF1 inh, Glioma ERSR ind
- O=C(CN1C(=O)S/C(=C\c2cc(Cl)c(O)c(Cl)c2)C1=O)Nc1ccccc1
 : -0.4%, -22%, 4, ?, 13µM*, 20%, -9, -16%, 5%
- N=c1c(C(=O)NC2CCCCC2)cc2c(=O)n3ccccc3nc2n1CCc1ccccc1
 : 3.8%, 174%[activator], 3, -5%, 11%, -2%, -19, 20%, -3%
- CCCCc1ccc(C(=O)NC(C(=O)O)C(C)C)cc1 (stereo not drawn)
 : 2.2%, 5%, 5, -1%, 3%, 1%, 5, 4%, -2%
- CCNC(=O)NC(=O)C(C)Oc1ccc(Br)cc1Br (stereo not drawn)
 : 2.9%, 7%[57.1 µM], 1, -3%, -8%, 16%, -10, -17%, 1%
- COc1ccc(NC(=O)C2CCN(S(=O)(=O)c3ccc4c(c3)CC(C)N4C(C)=O)CC2)c(OC)c1 (stereo not drawn)
 : -0.9%, 4%[57.1 µM], 0, 2%, 1%, -6%, -3, -11%, -1%
- Cc1ccccc1C(=O)N1CCC(C(=O)NC2CCCCCC2)CC1
 : 2.1%, 3%, 0, 3%, 9%, 13%, -10, ?, -4%
- O=C(O)C1CCN(c2c([N+](=O)[O-])cc(C(F)(F)F)cc2[N+](=O)[O-])CC1
 : 0.1%, 10%[57.1 µM], -3, 1%, -3%, -5%, -7, -21%, -5%
- COc1ccc(-c2cn(Cc3ccc([N+](=O)[O-])cc3)nn2)cc1
 : -1.3%, -4%[57.1 µM], -1, -1%&-2%, 0%, 0%, 0, -17%, 5%&0%
- COc1cccc(CNC(=O)CCCC(=O)Nc2cccc([N+](=O)[O-])c2)c1
 : 1.0%, -2%, 9, -2%, 5%, 4%, -3, -13%, 1%
- CCn1c(C)c(P(c2ccccc2)c2ccccc2)[n+]2ccccc12
 : 1.3%, -15%[57.1 µM], 2, 1%, -4%, 8%, -8, -18%, -1%
- O=C(CCCCN1CCCCC1)c1ccc2c(c1)Cc1ccccc1-2
 : -3.3%, 0%, -6, 5%, -1%, 1%, -3, -24%, -5%
- CCOc1ccc(-c2nc(S(=O)(=O)c3ccccc3)c(N3CCC(C(N)=O)CC3)o2)cc1
 : -2.2%, -6%, 5, -6%, 3%, 0%, -1, -21%, -3%
- Cn1cc(CN2CCN(CCc3ccccc3)C(CCO)C2)cn1 (stereo not drawn)
 : -0.7%, 3%, -4, 1%, 0%, 12%, -7, -17%, -4%
- Cc1ccc(S(=O)(=O)NC(=S)NC2CCCCC2)cc1
 : 0.4%, 8%, -2, 2%, -6%, -9%, -6, -10%, -3%
- Cc1ccc(NC(=O)CNC(=O)Cn2c(C)cc3ccccc3c2=O)cc1F
 : 6.0%, 8%[2.29 µM], -10, 1%, -8%, 3%, -2, ?, -1%
- Cc1ccc(-c2ccc3nnc(SCC(=O)NCC4CCCO4)n3n2)cc1 (stereo not drawn)
 : 25µM*, 7%, -2, 0%, 1%, 3%, -3, -10%, -5%
- N=c1c2c(-c3ccccc3)c(-c3ccccc3)n(Cc3ccccc3)c2ncn1CCCn1ccnc1
 : -1.1%, 0%, 4, -8%, ?, 6%, 0, -17%, -14%
- COc1ccc(S(=O)(=O)N(C)c2ccc(OCC(=O)Nc3cc(C)on3)cc2)cc1
 : 0.1%, -5%, 2, 5%, 4%, -6%, -4, -8%, -8%
- Cc1cccc(N2CCN(S(=O)(=O)c3ccc4[nH]c5c(c4c3)CCCCC5)CC2)c1C
 : 1.4%, 6%, 1, -1%, -2%, 17%, 3, -10%, -3%
- COC(=O)c1ccc(NC(=O)Cn2nc(-c3ccncc3)nc2SCC(=O)Nc2nccs2)cc1
 : 0.1%, 1%[57.1 µM], 6, -2%, -16%, 4%, -1, -6%, -3%
- Cn1c(=O)c2c(nc(N3CCCCCC3)n2CC(O)COc2ccc(Cl)cc2)n(C)c1=O (stereo not drawn)
 : -0.2%, -2%, 0, 0%, 1%, 6%, -2, -10%, -7%
- O=C(Nc1ccc(F)c(Cl)c1)c1cc(S(=O)(=O)NCc2ccc3c(c2)OCO3)ccc1F
 : -1.5%, -5%[57.1 µM], -3, -1%, -11%, 11%, 4, -7%, -1%
- Cc1nc2ccc(S(=O)(=O)NC(CC(C)C)C(=O)NCc3ccc(Cl)cc3)cc2s1 (stereo not drawn)
 : 1.1%, -4%, 3, 2%, 5%, -4%, -9, -4%, -3%
- O=C(NC1CCCC1)c1ccc(COCC(F)(F)C(F)F)o1
 : 1.7%, 9%, -9, 1%, -5%, 11%, -8, -8%, 1%
- Cc1ccccc1N(CC(=O)NC1CCCCC1)C(=O)CCC(=O)Nc1nccs1
 : -1.7%, 0%[57.1 µM], -2, 1%, ?, -2%, -4, -15%, 1%
- O=C(CSc1nccc(=O)[nH]1)NC1CCCCCCC1
 : ., -1%, -1, -5%, 6%, 5%, -1, 3%, -2%
- O=C(CSc1ncnc2c1nnn2Cc1ccc(F)cc1)NC1CCCCC1
 : 12%, -1%, 8, 2%, -10%, 0%, -11, -9%, -1%
- CCOc1ccccc1NC(=O)C(=O)N/N=C/c1ccc([N+](=O)[O-])cc1
 : 0.0%, -5%[57.1 µM], 4, 0%, -18%, 7%, 2, -17%, -4%
- COc1ccc(/C=N/Nc2ncc(C(F)(F)F)cc2Cl)c(OC)c1OC
 : -0.3%, -5%, -6, -2%, 3%, 4%, -9, -11%, -2%
- CC(C)CCN1NC2(CCC(C)CC2)NC1=S (stereo not drawn)
 : 1.4%, 8%[57.1 µM], -1, 0%, 1%, 4%, 1, -11%, -1%

Next compounds.
Values run as follows: RXFP1 ag, TrxR1 substrate, PI4K2A inh, Vif-A3G inh, Vif-A3F inh, mIDH1 inhibitor, LDHA block, USP1-UAF1 inh, Glioma ERSR ind
- CC(C)CCNC(=O)C1CCN(Cc2cccc(OCc3ccccc3)c2)CC1
 : -0.1%, -5%, 0, 4%, 11%, 5%, -16, -9%, 2%
- COC(=O)C1CC(O)CN1C(=O)Nc1ccccc1 (stereo not drawn)
 : -0.6%, 7%, -7, 2%, 8%, 4%, 0, -22%, -1%
- COc1ccc(NC(=O)CSc2nnc(CN3CCOCC3)n2C)cc1Cl
 : ., -4%, 3, 1%, -1%, 9%, -1, -17%, -3%
- C=CCNC(=O)COC(=O)c1ccc(C)c(NC(=O)c2ccco2)c1
 : 4.5%, 6%, 0, 2%, 2%, 1%, 3, 2%, -2%
- COc1ccc(/C=C2\SC(=S)N(CCCC(=O)Nc3cccc(C(=O)O)c3)C2=O)cc1OC
 : 2.8%, -12%, 3, 0%, 1%, 6%, 0, ?, -7%
- O=C(Oc1ccc(N(C(=O)c2ccncc2)S(=O)(=O)c2ccc(F)cc2)cc1)c1ccncc1
 : 2.1%, ?, 0, 0%, 5%, 0%, -2, -11%, -3%
- COc1ccc(C(=O)OC(COc2ccccc2)Cn2ccnc2)cc1 (stereo not drawn)
 : 3.1%, 3%[57.1 µM], -5, -1%, 0%, 1%, 3, -9%, 6%
- CCOC(=O)N1CCC(=NNc2nc(C)cc(=O)[nH]2)CC1
 : -1.8%, 4%, 1, -1%, -1%, -4%, 3, -28%, -2%
- CCC(=O)Nc1ccc(S(=O)(=O)Nc2c(C)nc3nc[nH]n3c2=O)cc1
 : 0.6%, 9%[57.1 µM], 0, -4%, -5%, -4%, -10, -20%, 0%
- CCOC(=O)c1noc2ncn(CC(=O)O)c(=O)c12
 : 0.5%, 10%[2.29 µM], 0, -2%, 7%, -4%, -16, -27%, -1%
- C=CCNS(=O)(=O)c1ccc(OCC(=O)OCC)cc1
 : 0.6%, 9%[57.1 µM], 5, 1%, 6%, 2%, -14, 2%, -2%
- CCCOc1ccc(Cn2c(C)nc([N+](=O)[O-])c2SCC(O)COC)cc1[N+](=O)[O-] (stereo not drawn)
 : 0.9%, -6%, 4, -1%, -3%, 19%, -2, -5%, -2%
- COc1ccc2c(c1)c1ncn(CC3CCCO3)c(=O)c1n2C (stereo not drawn)
 : 3.1%, 74%[activator][57.1 µM], -7, -1%, 2%, -7%, -10, -22%, 3%
- O=C1CSC(=S)N1N=Cc1cccc2ccccc12
 : ., -9%[57.1 µM], 1, 0%, -23%, 7%, 3, -25%, -1%

Screens from PubChem.
